Screening data from PubChem BioAssay.
PRMT1 inh = inhibitors of human PRMT1; 1.3% of 370,000 active; Q99873; inhibition, % at 2.79 µM; recombinant PRMT1, activity-based probe fluorescence polarization;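 active means inhibition above about 21% made by adding two undisclosed values, limit read from the data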
UHRF1 MBD2 ctr = human UHRF1 methylated DNA binding inhibitors. AID 687016. UHRF1 binding to methylated oligo, TR-FRET. Q96T88. 0.75% of 370,000 active. inhibition, % at 4.4 µM; in the data active means inhibition above about 21%;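 further: UHRF1 SRA domain binding a hemimethylated CpG hairpin DNA probe; 0% = median of test compound wells and 100% = reference inhibitor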
MBD2 DNA inh = MBD2-methylated oligo binding inhibition; Q9UBB5; TR-FRET, MBD2 binding to methylated oligonucleotide; inhibition, % at 4.4 µM; 0.31% of 370,000 active; AID 686964; in the data active means inhibition above about 13%
Target sequence (Q9UBB5 whole entry, looked up): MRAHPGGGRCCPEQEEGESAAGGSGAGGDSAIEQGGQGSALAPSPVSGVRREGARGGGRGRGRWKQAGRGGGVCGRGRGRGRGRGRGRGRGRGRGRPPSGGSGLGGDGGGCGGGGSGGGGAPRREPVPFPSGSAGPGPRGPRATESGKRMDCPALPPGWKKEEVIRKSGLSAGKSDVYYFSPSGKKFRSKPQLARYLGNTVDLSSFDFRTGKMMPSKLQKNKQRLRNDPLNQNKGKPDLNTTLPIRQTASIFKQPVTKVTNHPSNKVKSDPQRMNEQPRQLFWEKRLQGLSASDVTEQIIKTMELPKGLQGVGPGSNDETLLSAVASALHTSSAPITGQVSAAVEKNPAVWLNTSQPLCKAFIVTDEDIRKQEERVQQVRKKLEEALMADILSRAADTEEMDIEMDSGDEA
ABHD4 inh = ABHD4 (mouse) inhibition, primary FP screen. Q8VD66. purified mABHD4, FP-Rh probe fluorescence polarization. inhibition, % at 8.92 µM. 0.54% of 370,000 active;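 active means inhibition exceeding the mean over every tested compound plus 3 SD, cut at about 30% in these data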;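 further: 0% = plate median of compound wells and 100% = S159A mutant with DMSO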
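system = mouse ABHD4 enzyme, wild type | medium = HEPES pH 7.0, NaCl, Pluronic buffer | also added = FP-Rh probe | incubation = Enzyme–compound pre-incubation 45 min, then probe 60 min, both 25 °C | technique = fluorescence polarization, excitation 525 nm, emission 598 nm, BODIPY TMR filters | controls = S159A mutant high control, sample median low control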
HTRA1 inhibitor = inhibitors of human serine peptidase HTRA1 | Q92743 | recombinant HTRA1, FP-rhodamine activity-based probe, fluorescence polarization | inhibition, % at 5.96 µM | 0.5% of 340,000 active | AID 504803; in the data active means inhibition above about 36%;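 further: 0% = enzyme with DMSO and 100% = wells lacking enzyme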
rCAG binder = binds r(CAG) RNA repeats. r(CAG) RNA repeat, TO-PRO-1 dye displacement fluorescence. inhibition, % at 3 µM. 1.3% of 370,000 active. AID 651821;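 active means inhibition above the plate cutoff, the mean of all test compounds on that plate plus 3 SD, cut at about 35% in these data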;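 further: 0% = DMSO alone and 100% = 100 µM mitoxantrone as full dye displacement; higher means more dye released from RNA so lower well fluorescence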
LEDGF integ inh = blocks HIV-1 LEDGF/p75-dependent DNA integration | TR-FRET IN-LEDGF/p75 DNA integration, Eu/Cy5 | inhibition, % at 3.7 µM | 0.64% of 370,000 active;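 active means inhibition above the screen-wide mean plus 3 SD, cut at about 13% in these data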;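 further: signal is the Cy5 over europium emission ratio at 671 and 618 nm; 0% = plate median of compound wells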
Rev-erbA mod = Rev-erb alpha (human) modulation. P20393. activity, % at 10 µM. 0.79% of 370,000 active. Rev-erbα–FITC-DNA binding, fluorescence polarization, 90 min. AID 1259318;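 active means activity above about 14%, limit read from the data; passing the limit was not always enough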;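 further: 0% = DMSO wells with 35 nM protein and 100% = DMSO wells with 750 nM protein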
Target sequence (P20393 whole entry, looked up): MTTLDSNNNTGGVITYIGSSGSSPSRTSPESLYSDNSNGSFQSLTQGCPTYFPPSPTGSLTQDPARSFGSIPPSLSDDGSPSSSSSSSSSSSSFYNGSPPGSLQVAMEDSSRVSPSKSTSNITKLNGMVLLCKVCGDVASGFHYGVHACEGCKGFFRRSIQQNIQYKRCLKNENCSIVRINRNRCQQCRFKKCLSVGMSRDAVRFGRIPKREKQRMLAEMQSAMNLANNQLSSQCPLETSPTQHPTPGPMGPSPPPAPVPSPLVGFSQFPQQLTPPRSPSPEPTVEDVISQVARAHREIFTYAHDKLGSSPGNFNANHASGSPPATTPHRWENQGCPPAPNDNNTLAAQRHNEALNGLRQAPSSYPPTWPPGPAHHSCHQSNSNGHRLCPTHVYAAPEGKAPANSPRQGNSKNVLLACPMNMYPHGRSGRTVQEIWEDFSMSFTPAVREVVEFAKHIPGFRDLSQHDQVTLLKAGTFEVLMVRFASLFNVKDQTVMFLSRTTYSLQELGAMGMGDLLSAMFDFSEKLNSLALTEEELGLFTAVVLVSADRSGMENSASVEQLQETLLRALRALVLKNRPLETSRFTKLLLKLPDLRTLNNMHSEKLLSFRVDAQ
PG9 binder = small molecules binding HIV-1 gp120 antibody PG9; TR-FRET gp120-PG9 antibody binding; inhibition, % at 6.7 µM; 0.43% of 360,000 active; AID 624416; in the data active means inhibition above about 8.5%
TCR CD3 inh = human TCR-CD3 binding inhibition; TAMRA-labeled TCR probe fluorescence, biochemical; inhibition, % at 9.4 µM; 0.37% of 360,000 active; in the data active means inhibition above about 19%;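 further: recombinant mutant TCR 2C K166C tagged with TAMRA read by polarization; 0% = receptor in buffer alone and 100% = receptor with positive control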
Numbers without * were called inactive; . = not tested or not shown; & = joins results of further samples. Some of the compounds tested. The share of hits here may be higher or lower than overall.

SMILES	PRMT1 inh	UHRF1 MBD2 ctr	MBD2 DNA inh	ABHD4 inh	HTRA1 inhibitor	rCAG binder	LEDGF integ inh	Rev-erbA mod	PG9 binder	TCR CD3 inh
Cc1cc(C)nc(SCC(=O)Nc2ncc(Cc3cccc(Cl)c3Cl)s2)n1	-2	-2	2	-18	-7	-3	4	4	1.4	0
COc1cc(CCC(=O)Nc2nnc(C)s2)cc(OC)c1OC	-6	-2	-1	-2	-1	-1	2	-2	-1.0	1
CCN(CCNC(=O)C1CCN(S(=O)(=O)c2cccc3cccnc23)CC1)c1ccccc1	1	-1	-2	6	0	4	-3	2	-1.9	0
CC(C)(C)NC(=O)CN(Cc1cccs1)C(=O)CNS(=O)(=O)c1ccc(F)cc1	1	-1	-3	11	-6	-4	1	2	1.4	0
CCCCc1nc(Cl)c(C#N)c2c1CSC(C)(C)C2	-3	-5	-6	-2	-12	-6	-2	-2	0.1	3
O=C(CN1C(=O)NC(c2ccccc2)(c2ccccc2)C1=O)NCCc1ccc(F)cc1	-3	-1	4	-9	-15	4	0	-1	-1.7	2
O=C(C1CCN(Cc2cccs2)CC1)N1CCN(Cc2ccc3c(c2)OCO3)CC1	-1	2	3	13	2	-8	11	-3	-1.8	4
CCCC(=O)OC[C@H]1CN(C2CCCC2)S(=O)(=O)c2c(Oc3ccc(F)cc3)cccc2O1	1	1	-4	-6	.	2	1	3	0.9	-2
COc1cccc(NC(=O)Nc2nccc(C)n2)c1	-1	-4	2	1	3	1	-2	-2	0.6	-2
O=C(COC(=O)c1ccc[nH]c1=O)NCC1CCCO1 (stereo not given)	-3	-2	1	-3	4	1	1	1	-0.3	4
O=C(c1cnc2n(c1=O)CCS2)N1CCN(c2ccc([N+](=O)[O-])cc2)CC1	-2	-2	-1	-1	3	2	0	-4	-0.7	4
CCS(=O)(=O)Nc1ccc(C2=NN(S(=O)(=O)CC)C(c3cccs3)C2)cc1 (stereo not given)	1	3	4	0	-1	-2	-9	-1	-0.2	5
O=C(CCN1C(=O)/C(=C/c2ccc(F)cc2)SC1=S)NCCc1ccc(O)cc1	-4	-1	-2	-22	-13	6	0	-4	-1.7	2
Cc1c(Cl)cccc1N=C(N)N=C(N)N	2	5	-4	2	3	-2	-3	-3	0.4	5
N#CC(C(=O)c1ccccc1)=C1SCCS1	1	0	1	4	.	3	-2	9	-1.0	3
Cn1cccc1CNC(=O)Nc1ccc(Cl)c(Cl)c1	1	0	0	-4	3	7	4	-1	0.4	4
O=C(c1cc(-c2ccncc2)nc2ccccc12)N1CCN(c2ccccn2)CC1	7	-2	-1	6	8	-6	-4	-4	-1.4	-9
CN(C)c1ccc(-n2cccc2/C=N/n2cnnc2)cc1	2	-5	-3	-7	-2	0	-1	1	-0.9	4
C(=C\c1ccccc1)/CN1CCN(C(c2cc3ccccc3o2)c2nnnn2C2CCCC2)CC1 (stereo not given)	1	1	0	-3	.	5	3	-3	0.4	0
O=C(NCc1ccc(N2CCCC2=O)cc1)c1ccc(F)cc1	-1	0	-6	1	9	-3	2	0	1.4	-5
O=C(c1ccc2[nH]c(=O)c(=O)[nH]c2c1)N1CCc2ccccc21	2	-1	3	13	4	3	2	5	-0.4	2
NC(=O)c1ccccc1NC(=O)CSc1nc2ccccc2c(=O)[nH]1	-1	2	0	-5	-1	2	3	2	-1.6	-12
CCN(C(=O)/C=C/c1ccc(OC)cc1)C1CCS(=O)(=O)C1 (stereo not given)	1	-2	0	3	1	-2	1	-3	0.4	-5
O=C(COC(=O)c1ccc(F)cc1)NCC1CCCCC1	1	-1	1	8	1	-1	-3	-4	0.5	-4
CC(C)c1ccc(C(C)NCCS(=O)(=O)c2ccc(Cl)cc2)cc1 (stereo not given)	-3	2	4	6	-11	-10	1	3	0.1	-2
Continued.
SMILES	PRMT1 inh	UHRF1 MBD2 ctr	MBD2 DNA inh	ABHD4 inh	HTRA1 inhibitor	rCAG binder	LEDGF integ inh	Rev-erbA mod	PG9 binder	TCR CD3 inh
Nc1nnnn1/N=C/c1cc(Cl)ccc1O	5	-1	-2	6	-17	-3	-2	-1	3.6	8
C/C=C/c1ccc(OCCOc2ccc(C=O)cc2)c(OC)c1	-3	-3	0	-4	-21	0	7	-2	-0.2	2
CC(C)Cn1c(CCNC(=O)c2ccco2)nc2ccccc21	7	1	8	-14	-3	-4	1	0	2.8	0
O=C(/C=C/c1ccc(F)cc1)NCc1cccs1	4	-1	3	2	-4	-2	0	0	-2.6	3
CC(C)(C)C(=O)NC1CC2CCCC(C1)N2C(=O)Nc1ccccc1F (stereo not given)	3	-1	8	3	-5	-1	-4	-2	0.8	6
Cc1ccc2nc(SC(C)C(=O)NCc3ccc4c(c3)OCO4)[nH]c2c1 (stereo not given)	-2	-3	-4	-5	-6	1	0	2	-0.6	5
O=C(c1ccc(N2CCCCC2)c([N+](=O)[O-])c1)N1CCN(c2ccccn2)CC1	0	-4	-3	5	-3	-6	-1	-1	-0.6	-7
CCOC(=O)c1sc(NC(=O)c2ccc(Br)o2)cc1C	-2	-1	-3	-20	-28	11	-1	-5	-1.0	0
CC(=O)Nc1ccc(Sc2ccccc2C(=O)N2CCCC2)cn1	2	1	0	0	3	-5	1	-1	-1.2	0
O=C1CC(C(=O)Nc2ccccc2)N=C(N2CCCCC2)N1 (stereo not given)	0	5	3	-3	4	0	-1	-4	2.2	3
NC(=O)c1cc(S(=O)(=O)NCc2cccs2)cs1	1	1	4	4	11	2	-2	3	-1.5	3
CC1(C)CC2(CC(C)(C)NC(=O)N2)NC(=O)N1	-1	8	1	7	-2	2	0	-1	1.0	11
O=C(COc1ccc(Cl)cc1)Nc1nnc(-c2ccco2)o1	-1	1	1	0	1	1	0	-1	0.4	-1
S=c1[nH]ncn1/N=C/c1ccco1	-4	1	2	-6	0	2	4	-3	0.0	6
O=C(NCCNC(=O)c1cccnc1)c1ccc(Br)cc1	5	3	2	3	4	-5	-1	-3	-1.6	-4
COc1ccc(OC)c(C(O)CNC(=O)CN)c1 (stereo not given)	-3	1	1	-3	5	1	1	0&-3	-1.5	8
Nc1ccn(CC(=O)NCCc2ccccn2)c(=O)n1	-1	-1	-8	1	-2	1	-2	-3	-0.6	6
COc1ccccc1N(CC(O)COc1ccc(C)cc1)S(=O)(=O)c1ccccc1 (stereo not given)	-2	8	2	-5	-25	-3	0	6	-2.6	2
CCCCNC(=O)C[C@H]1C(=O)N(Cc2ccc(OC)cc2)C2=CCCCC[C@@]21C(=O)OC	-10	-1	5	2	.	10	3	-1	.	.
O=C(NCCCN1CCOCC1)c1ccc(Cl)c(S(=O)(=O)N2CCCCCC2)c1	-2	-3	-1	3	-3	-3	0	-2	-0.8	-1
COc1ccc(NC(=O)C2CCN(S(=O)(=O)c3ccc4c(c3)CC(C)N4C(C)=O)CC2)cc1OC (stereo not given)	0	1	0	4	-1	-4	-3	3	-1.4	0
O=C(NCc1cccs1)C1CCCN(S(=O)(=O)c2cccs2)C1 (stereo not given)	-3	-1	-6	-1	1	-5	0	1	-1.7	5
Cc1[nH]c2c(C(=O)N3CCCC(CCC(=O)NCc4ccccc4F)C3)cccc2c1C (stereo not given)	-3	-3	4	4	5	-6	-2	1	0.1	-2
CCOc1cc(C(=O)Nc2ccc(S(=O)(=O)Nc3onc(C)c3C)cc2)cc(OCC)c1OCC	-1	0	-2	-1	-4	46*	2	-3	-2.0	4
O=C(c1cccnc1)N1CCCC(Nc2ccc(F)cc2)C1 (stereo not given)	-1	2	-7	-5	3	0	-1	7	-0.6	-3

Exported comma-delimited: entries from further up.
smiles,PRMT1 inh,UHRF1 MBD2 ctr,MBD2 DNA inh,ABHD4 inh,HTRA1 inhibitor,rCAG binder,LEDGF integ inh,Rev-erbA mod,PG9 binder,TCR CD3 inh
S=c1[nH]ncn1/N=C/c1ccco1,-4,1,2,-6,0,2,4,-3,0.0,6
O=C(NCCNC(=O)c1cccnc1)c1ccc(Br)cc1,5,3,2,3,4,-5,-1,-3,-1.6,-4
COc1ccc(OC)c(C(O)CNC(=O)CN)c1 (stereo not given),-3,1,1,-3,5,1,1,0&-3,-1.5,8
Nc1ccn(CC(=O)NCCc2ccccn2)c(=O)n1,-1,-1,-8,1,-2,1,-2,-3,-0.6,6
COc1ccccc1N(CC(O)COc1ccc(C)cc1)S(=O)(=O)c1ccccc1 (stereo not given),-2,8,2,-5,-25,-3,0,6,-2.6,2
CCCCNC(=O)C[C@H]1C(=O)N(Cc2ccc(OC)cc2)C2=CCCCC[C@@]21C(=O)OC,-10,-1,5,2,.,10,3,-1,.,.
O=C(NCCCN1CCOCC1)c1ccc(Cl)c(S(=O)(=O)N2CCCCCC2)c1,-2,-3,-1,3,-3,-3,0,-2,-0.8,-1
COc1ccc(NC(=O)C2CCN(S(=O)(=O)c3ccc4c(c3)CC(C)N4C(C)=O)CC2)cc1OC (stereo not given),0,1,0,4,-1,-4,-3,3,-1.4,0
O=C(NCc1cccs1)C1CCCN(S(=O)(=O)c2cccs2)C1 (stereo not given),-3,-1,-6,-1,1,-5,0,1,-1.7,5
Cc1[nH]c2c(C(=O)N3CCCC(CCC(=O)NCc4ccccc4F)C3)cccc2c1C (stereo not given),-3,-3,4,4,5,-6,-2,1,0.1,-2
CCOc1cc(C(=O)Nc2ccc(S(=O)(=O)Nc3onc(C)c3C)cc2)cc(OCC)c1OCC,-1,0,-2,-1,-4,46*,2,-3,-2.0,4
O=C(c1cccnc1)N1CCCC(Nc2ccc(F)cc2)C1 (stereo not given),-1,2,-7,-5,3,0,-1,7,-0.6,-3

The list continues.
SMILES	PRMT1 inh	UHRF1 MBD2 ctr	MBD2 DNA inh	ABHD4 inh	HTRA1 inhibitor	rCAG binder	LEDGF integ inh	Rev-erbA mod	PG9 binder	TCR CD3 inh
Cc1ccc(S(=O)(=O)n2c3ccc(Cl)cc3c3nc(C)sc32)cc1	-1	0	2	-1	-36	7	1	-4	0.5	0
CC1(c2ccc([N+](=O)[O-])cc2)Nc2ccccc2S1 (stereo not given)	45*	-3	4	11	15	12	5	-4	-0.2	6
CN(c1ccc(NC(=O)Cc2cn(C)c3ccccc23)cc1)c1ccccn1	10	0	2	3	.	7	-4	-1	-1.4	-7
CCN(CC)c1ccc(N2C(=O)/C(=C/c3cccnc3)SC2=S)cc1	-2	-2	1	1	0	0	0	.	-0.4	-1
Cc1nnc(NC(=O)CSc2n[nH]c(-c3ccccc3)n2)s1	6	2	-2	1	-3	0	-8	3	1.2	-6
C[C@H](CO)N1C[C@H](C)[C@@H](CN(C)C(=O)NC2CCCCC2)Oc2ccc(NC(=O)Cc3ccccc3)cc2C1=O	2	-1	3	4	3	2	2	-5	0.2	-3
CSc1nc(-c2ccccc2)c(C#N)c(=O)[nH]1	3	0	-4	5	4	1	-6	1	15*	-1
O=C(O)CCCCCn1c(SCC(=O)N2CCCC2)nc2ccsc2c1=O	0	-1	3	-2	3	3	0	0	1.8	2
